Screening data (PubChem)
Cardio protect: modulators protecting cardiomyocytes from myocardial damage; H9c2 cardiomyocytes, H2O2 injury protection, ATPLite, 2 h; protection from H2O2 cell death, % at 20 µM; actives 0.63% (n = 360,000); AID 588492;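 active = compounds giving at least 50% protection of heart cells from peroxide-induced death in the single-dose screen, raw or plate-pattern-corrected value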;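 note: 0% = DMSO wells with peroxide and 100% = DMSO wells without peroxide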
aDG glyco up: increases alpha dystroglycan glycosylation; activation, % at 10 µM; Pro5-aDG cells, alpha-DG glycosylation AlphaScreen (IIH6); 0% Pro5, 100% B10-LARGE cell signal; actives 0.22% (n = 360,000);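 active = activation of at least 8% versus controls, or a plate z-score of at least 8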;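 note: Pro5 are CHO cells carrying HIG-tagged alpha-DG that lacks glycosylation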
Exocytosis inh: blocks lytic granule exocytosis; actives 0.66% (n = 360,000); inhibition, % at 10 µM; TALL-104 LAMP-1 surface exposure, flow cytometry; cells stimulated with thapsigargin and PMA;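 active = inhibition above about 55%, limit read from the data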
iPSC survival up: enhancers of human iPSC single-cell survival; hiPSC single-cell survival, ATPlite luminescence; 100% = ROCK inhibitor wells, 0% = DMSO; survival enhancement, % at 20 µM; actives 0.044% (n = 360,000); in the data active = survival enhancement above about 18%;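 note: cells exposed to compounds for 16 hours before the ATP read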
MC4R antag cAMP: blocks human MC4R cAMP signaling; P32245; actives 0.48% (n = 360,000); inhibition, % at 6.5 µM; AID 540295; MC4R-expressing cells, MTII-stimulated cAMP, LANCE TR-FRET;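 active = inhibition above its plate's cutoff, the mean of tested wells on that plate plus 3 SD, cut at about 29% in these data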;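 note: 0% = Melanotan II alone and 100% = Melanotan II plus saturating MCL0020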
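System: U2OS cells stably expressing human melanocortin 4 receptor (MC4R). Reagent: Melanotan II challenge after compound preincubation. Doses: 6.5 µM. Times: 30-min compound, 1-h challenge, 1-h detection, room temperature. Measured by: TR-FRET with Eu-cAMP and labeled anti-cAMP, 671 nm. Replicates: singlicate.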
ABCB6 inh MLPCN: blocks the human ABCB6 transporter | fluorescence ratio to DMSO, % at 10 µM | Q9NP58 | actives 0.19% (n = 360,000) | AID 602162 | K562-ABCB6 porphyrin accumulation, flow cytometry, 1 h; hits give low values;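 active = fluorescence ratio to DMSO below 75%, the collection mean minus 3 SD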;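 note: signal is porphyrin accumulated inside mitochondria; 100% equals median channel fluorescence of DMSO control wells; lower ratio means ABCB6 inhibition with less porphyrin fluorescence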
Target sequence (Q9NP58 whole entry, looked up): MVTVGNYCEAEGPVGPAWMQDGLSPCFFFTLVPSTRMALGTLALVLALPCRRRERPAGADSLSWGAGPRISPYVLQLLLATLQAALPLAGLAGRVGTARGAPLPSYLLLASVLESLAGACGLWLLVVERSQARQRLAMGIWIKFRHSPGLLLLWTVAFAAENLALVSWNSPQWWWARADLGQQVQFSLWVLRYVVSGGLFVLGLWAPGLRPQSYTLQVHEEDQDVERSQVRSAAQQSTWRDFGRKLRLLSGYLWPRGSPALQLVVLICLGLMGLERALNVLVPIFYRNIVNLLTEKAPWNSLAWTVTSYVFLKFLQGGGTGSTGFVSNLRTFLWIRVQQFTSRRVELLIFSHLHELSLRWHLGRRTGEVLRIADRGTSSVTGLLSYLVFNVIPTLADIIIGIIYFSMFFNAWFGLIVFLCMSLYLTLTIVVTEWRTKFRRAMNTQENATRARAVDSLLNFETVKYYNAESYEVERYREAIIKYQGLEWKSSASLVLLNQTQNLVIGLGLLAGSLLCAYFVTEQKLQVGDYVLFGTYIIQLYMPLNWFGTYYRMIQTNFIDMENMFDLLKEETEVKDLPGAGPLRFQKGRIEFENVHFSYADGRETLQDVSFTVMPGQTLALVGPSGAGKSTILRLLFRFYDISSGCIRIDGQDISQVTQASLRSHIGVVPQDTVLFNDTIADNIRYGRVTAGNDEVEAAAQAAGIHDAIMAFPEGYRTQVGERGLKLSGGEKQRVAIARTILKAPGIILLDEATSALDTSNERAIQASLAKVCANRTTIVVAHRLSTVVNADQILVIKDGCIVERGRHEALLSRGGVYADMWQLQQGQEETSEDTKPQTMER
MC4R ag barr: human MC4R agonism via beta-arrestin; activation, % at 8.9 µM; actives 0.98% (n = 360,000); U2OS MC4R beta-arrestin complementation, luminescence; percent of melanotan II response, DMSO zero;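 active = activation above a per-plate cutoff, the mean activation of sample wells on that plate plus 3 SD, cut at about 8% in these data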
m5-HT2A agonist: agonists of mouse serotonin 5-HT2A receptor (HTR2A); activation, % at 7.6 µM; AID 624169; P35363; CHO-K1 mHTR2A beta-arrestin complementation, luminescence; percent of 30 µM serotonin response; actives 0.66% (n = 360,000);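 active = activation above a run cutoff, the mean activation of all tested compounds plus 3 SD, cut at about 14% in these data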;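 note: 0% = plate median of compound wells and 100% = 30 µM serotonin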
Glyco luc inh: blocks N-linked glycosylation in D54 reporter cells; actives 0.23% (n = 360,000); reporter increase, % at 12.5 µM; AID 588692; D54 ERlucT glycosylation luciferase reporter, 24 h; percent of 100 nM tunicamycin response;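 active = mean luciferase reporter signal, scaled so untreated is 0 and the glycosylation-blocking control 100, at or above a set limit in every replicate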;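 note: luciferase carries N-glycosylation sites so blocking glycosylation raises the light; 0% = median of neutral control wells and 100% = median of 100 nM tunicamycin wells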
ABHD5-PLIN5 inh: ABHD5-PLIN5 protein interaction inhibition. Split G. princeps luciferase complementation, luminescence, 4 h. Q00G26+Q8WTS1. actives 0.78% (n = 360,000). inhibition, % at 4 µM;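 active = inhibition above the mean inhibition across every tested compound plus 3 SD, cut at about 22% in these data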;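 note: 0% = DMSO only wells and the 100% control is not disclosed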
An asterisk follows results filed as active.

Values in the order: Cardio protect | aDG glyco up | Exocytosis inh | iPSC survival up | MC4R antag cAMP | ABCB6 inh MLPCN | MC4R ag barr | m5-HT2A agonist | Glyco luc inh | ABHD5-PLIN5 inh
Cc1cc(C)nc(Nc2n[nH]c(COc3ccc4ccccc4c3)n2)n1
 : -2 | 0.0 | -2 | 5.1 | 0 | 98 | 16* | 3 | 0 | 1
Cc1ccc(NC(=O)Cn2cccc2)cc1
 : 4 | -0.5 | 13 | 1.2 | 1 | 107 | 4.1 | 2 | 2 | 3
CN1CCC(OC(=O)COc2ccc(Br)cc2)CC1
 : 5 | -0.3 | 0 | 5.0 | 3 | 108 | 0.1 | 0 | 2 | -5
CC(=O)Nc1ccc(C(=O)OCc2ccc(F)cc2)cc1
 : -4 | -0.1 | -1 | -1.7 | 2 | 88 | -1.4 | 0 | 0 | 4
COc1ccc(-n2nc(C(=O)NCC(=O)O)c3ccccc3c2=O)cc1
 : 7 | 0.0 | -1 | -0.1 | 11 | 98 | -2.2 | 4 | 1 | 3
O=C(Nc1ccccc1F)C(=O)Nc1cccc2ccccc12
 : -4 | 0.1 | -3 | 0.0 | 13 | 95 | 4.8 | 2 | 0 | -11
O=C(COC(=O)c1ccc(O)cc1)NCCc1c[nH]c2ccccc12
 : 8 | -0.2 | -3 | 1.5 | -4 | 99 | -2.0 | -3 | 1 | -3
COc1ccc(C(=O)c2c(NC(C)=O)sc3c2CCN(C(=O)OC(C)(C)C)C3)cc1
 : 1 | -0.2 | 2 | -0.8 | 4 | 98 | -0.7 | -6 | -1 | 10
Cc1ccccc1CSCc1nc2ccccc2[nH]1
 : -2 | 0.1 | -4 | -0.8 | -1 | 99 | 3.1 | 4 | 2 | 4
O=C(O)C(c1cccs1)C1(O)CCCCC1 (stereo not drawn)
 : 1 | 0.0 | 24 | -0.4 | 2 | 102 | -1.5 | -8 | 1 | 2
O=C(CN1C(=O)COc2ccccc21)N1CCN(C2CCCCC2)CC1
 : 1 | -0.1 | -3 | 0.3 | 7 | 99 | -0.4 | 0 | 2 | 6
CCOc1ccccc1OCCCC(=O)N1CCN(S(=O)(=O)c2ccc(C)cc2C)CC1
 : -2 | 0.1 | -2 | -0.4 | 3 | 92 | -0.8 | -1 | -3 | -1
Cc1nn(-c2ccccc2)c2sc(C(=O)OCn3nnc4ccccc4c3=O)cc12
 : 0 | 0.0 | -2 | 0.4 | -4 | 95 | 0.2 | 3 | 3 | -1
N#CCCN(/N=C/c1cccnc1)C1=NS(=O)(=O)c2ccccc21
 : -7 | 0.2 | 13 | 4.4 | 7 | 111 | -0.3 | -2 | 3 | -3
COC(=O)c1ccc(Nc2cc(C)nc3ccccc23)cc1
 : -10 | 0.1 | 20 | 0.2 | 4 | 114 | -0.5 | 1 | 11 | -1
CN1CCN(c2ccc(NC(=O)CSc3ccccc3)cc2F)CC1
 : 5 | 0.3 | 2 | -2.5 | 1 | 96 | 0.7 | -1 | -12 | 5
CCNC(=O)Nc1cc(S(=O)(=O)Nc2ccc(OC)cc2)ccc1N1CCOCC1
 : -25 | 4.9* | -1 | -0.1 | 4 | 96 | 0.6 | 4 | -2 | -7
CN(C)c1ccc(C(=O)Nc2cccc(S(=O)(=O)NC3=NCCCCC3)c2)cc1
 : -2 | -0.1 | 5 | 0.8 | 6 | 96 | -4.7 | -3 | 0 | -16
O=C(NC(=S)Nc1ccc(Br)c(Cl)c1)C1CC1
 : -14 | -0.2 | -5 | -0.1 | -1 | 96 | -3.7 | 3 | -4 | 2
Cn1c(=O)[nH]c(=O)c2c1nc(N1CCCCCC1)n2CCSc1nc2ccccc2o1
 : 6 | -0.1 | -5 | -1.8 | 4 | 100 | -1.3 | -6 | 0 | -7
COc1cc(-c2ncc3ccccn23)cc(OC)c1OC
 : 24 | -0.1 | -3 | -0.9 | -12 | 102 | -1.5 | 0 | -6 | 4
COC(=O)C1=C(C)N=C2SC(C)C(=O)N2C1/C=C/c1ccccc1 (stereo not drawn)
 : -2 | 0.1 | 1 | -1.4 | 4 | 96 | -1.3 | -1 | -2 | -3
COc1cc2cc(C(=O)Nc3ccc4c(c3)OCCO4)[nH]c2cc1OC
 : 1 | -0.1 | 0 | -0.4 | 1 | 98 | -1.5 | 0 | -15 | -3
Cc1ccc(-c2nn(-c3cc(Cl)ccc3[N+](=O)[O-])c(=O)c3ccccc23)cc1C
 : 2 | -0.1 | 0 | -3.4 | -5 | 100 | 0.7 | -4 | -7 | 0
CCCC1=[N+](CC(=O)c2ccc(Br)cc2)CCn2cccc21
 : -10 | 0.1 | -6 | 0.1 | 11 | 109 | 3.0 | -1 | -2 | -4
S=c1[nH]c2ccccc2o1
 : 0 | 1.2 | -3 | -1.4 | 3 | 109 | -2.1 | 2 | 4 | 4
COCCN(C(=O)CCC(=O)Nc1ccccn1)C(C(=O)NC1CCCC1)c1ccc(OC)cc1 (stereo not drawn)
 : 3 | 0.1 | -3 | 0.7 | -2 | 98 | -0.5 | 4 | 1 | -3
Cc1ccc(S(=O)(=O)Nc2cc(C)c(O)c(Sc3n[nH]c(C)n3)c2)cc1
 : 0 | 0.1 | 11 | -0.1 | 3 | 96 | -1.8 | -5 | -1 | 0
COc1ccc(CC(=O)N(C)Cc2cccc(F)c2)cc1S(=O)(=O)N1CCOCC1
 : 8 | 0.4 | 4 | 0.5 | 8 | 101 | 0.1 | 5 | -4 | -2
CNC(=O)C(=O)N/N=C/c1cccnc1
 : 0 | 0.0 | 3 | 0.2 | 3 | 100 | 0.9 | 1 | 0 | 8
COc1cccc(C(=O)Nc2cccc(C(=O)NC3=NN(c4c(Cl)cc(Cl)cc4Cl)C(=O)C3)c2)c1
 : -2 | -0.2 | 5 | -1.8 | -2 | 97 | -2.2 | 0 | 0 | -12
O=C(Cn1cncn1)N/N=C/c1cc([N+](=O)[O-])ccc1O
 : 10 | 0.0 | 3 | 0.0 | 3 | 98 | -1.6 | -19 | 0 | -1
Cc1ccc2c(c1)N(CCC(=O)NC1CCCCC1C)C(=O)CO2 (stereo not drawn)
 : -1 | -0.1 | -3 | 0.5 | 2 | 162 | -1.5 | -6 | 3 | 5
O=S(=O)(NCC(c1cccnc1)N1CCOCC1)c1ccc(Cl)cc1 (stereo not drawn)
 : 2 | 0.0 | -3 | 3.2 | 3 | 102 | 0.8 | 2 | 5 | 3
CCc1nc2ccc(C(=O)N(C)Cc3ccco3)cn2c1N(CC)Cc1cccc(Br)c1
 : -8 | 0.3 | 5 | 1.9 | 5 | 93 | 6.2 | -10 | 0 | 12
O=C(Nc1ccc(C(=O)N2CCCC2)cc1)c1ccccc1Br
 : -1 | 0.5 | -8 | 4.5 | 1 | 100 | -1.2 | 9 | 1 | 0
CC1CCCN(C(=O)CN2CCC(c3nc4ccc(Cl)cc4[nH]3)CC2)C1 (stereo not drawn)
 : 2 | 0.1 | 4 | 1.5 | 3 | 101 | -2.4 | -8 | 3 | -5
CC(=O)Nc1ccc(S(=O)(=O)NCCC(=O)Nc2cc(C)ccn2)cc1
 : 9 | 0.0 | 3 | 1.2 | 20 | 100 | 3.2 | 6 | -2 | -1
C=CCn1c(SCc2csc(-c3ccc(C)cc3)n2)nnc1-c1ccccc1OC
 : -14 | -0.1 | 14 | -1.6 | 0 | 91 | 2.6 | -1 | -12 | 20
Cc1ccc(S(=O)(=O)c2c[nH]c3ccc(Cl)cc3c2=O)cc1
 : 0 | 0.0 | 13 | -0.5 | 2 | 100 | -1.1 | 1 | -1 | 3
Cc1ccc(OCCCC(=O)Nc2ccc3c(c2)OCCO3)cc1
 : -7 | -0.1 | 2 | -3.6 | 11 | 98 | 0.2 | 1 | -1 | 0
Cc1ccc(CNC(=O)COC(=O)CSc2cc(C)c(Br)cc2C)cc1
 : 0 | 0.1 | 2 | 1.2 | 2 | 92 | 1.5 | 5 | 1 | 1
CCOC(=O)[C@H]1[C@H]2COc3ccc(Cl)cc3[C@@H]2N2C(=O)[C@@H](CO)NC(=O)[C@@]12C
 : -3 | 0.0 | -2 | 1.9 | 12 | 100 | 0.0 | -2 | 2 | 7
CCCn1c(C)cc(C(=O)COC(=O)c2c(C)nn(-c3ccccc3)c2C)c1C
 : -17 | 0.7 | -1 | 4.4 | -13 | 89 | 0.5 | 2 | -3 | 2
CC(C)CNc1nc(Oc2ccc(=O)[nH]n2)nc(N(C)C)n1
 : -6 | -0.4 | 1 | 1.5 | 5 | 97 | -1.4 | -3 | 0 | -3
CCOC(=O)C(Cc1ccccc1)NC(=O)CCCC(=O)c1ccccc1 (stereo not drawn)
 : 1 | 0.0 | 19 | -0.1 | 20 | 98 | 0.2 | -1 | -1 | 9
Cn1c(COc2ccccc2)nnc1SCC(=O)Nc1ccc(N2CCOCC2)c(Cl)c1
 : 5 | -0.1 | -2 | 1.9 | 3 | 88 | -0.8 | -3 | -1 | -3
O=C(O)c1cccc(Oc2ccc([N+](=O)[O-])cc2)c1
 : 4 | 0.2 | -3 | 2.1 | -6 | 98 | -2.8 | 3 | 0 | 5
S=C1NC2=C(CCCC2=C2SCCCS2)C(c2ccccc2)N1 (stereo not drawn)
 : 3 | -0.4 | 4 | -1.9 | 15 | 99 | 0.3 | 1 | -1 | 3
O=c1c2cn[nH]c2[nH]c(=S)n1-c1ccccc1F
 : 4 | 0.1 | -2 | -1.4 | 8 | 104 | -2.3 | 2 | 1 | -4
O=C(Cc1ccc(Br)cc1)N1CCN(c2ccccc2)CC1
 : -5 | 0.0 | 2 | -0.1 | 0 | 94 | -2.1 | -1 | -1 | -3
Cc1nnsc1C(=O)Nc1cccc(Cl)c1C
 : 7 | -0.1 | 3 | 1.3 | -3 | 97 | -2.9 | 2 | 0 | 0
CC(C)CC(C(=O)OCC(=O)Nc1ncc(Cl)cc1Cl)N1C(=O)c2ccccc2C1=O (stereo not drawn)
 : -10 | 1.3 | -1 | 3.0 | 5 | 99 | 2.7 | -1 | 1 | -4
COc1cc(NC(=O)CCNC(=O)N2CC(=O)Nc3ccccc32)cc(OC)c1OC
 : -1 | -0.1 | 0 | -1.7 | 18 | 91 | 0.4 | 0 | 4 | -5
NCCCC[C@H]1CNC(=O)C(=O)N1CCCCC1CCCCC1
 : 14 | -0.1 | 3 | 0.2 | 9 | 102 | -0.2 | -4 | 1 | 12
COC(=O)CSc1nc(C(C)C)nc2ccccc12
 : -5 | 0.3 | 0 | 1.1 | 3 | 91 | 1.3 | 4 | 2 | -3
CCCCN(C)CCNC(=O)CCNC(=O)Cn1ccc2ccccc2c1=O
 : -1 | 0.0 | -1 | -0.1 | -2 | 99 | 0.2 | 4 | 2 | 4
